Screening results (PubChem)
SKKanGAS inh: blocks kanamycin growth of S. pyogenes SKKanGAS strain; BacTiter-Glo, 6 h; inhibition, % at 7.5 µM; 300,000 tested, 1.3% active; AID 1662;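 active = mean replicate score, as percent of positive control median, at least 50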;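 note: strain carries kanamycin resistance gene driven by streptokinase promoter and grows in 40 µg/ml kanamycin; loss of luminescence reflects streptokinase promoter inhibition or plain growth inhibition; 0% = median of DMSO wells and 100% = positive control at its reference dose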
HDAC3 inh: human HDAC3 inhibition | recombinant HDAC3, fluorogenic peptide/trypsin coupled, fluorescence | inhibition, % at 8.3 µM | 320,000 tested, 0.15% active; in the data active = inhibition above about 26%, passing the limit was not always enough
RGS4 inh: inhibitors of human RGS4. P49798. HEK293 M3R/RGS4 inducible, Fluo-4 calcium flux; stronger effect = higher value; triggered by carbachol at its EC20. B-score at 10 µM. 310,000 tested, 0.45% active. AID 463165;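 active = B-score, a plate-corrected calcium signal, over three deviations above library mean, with baseline fluorescence within five deviations of library mean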;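 note: RGS4 expression induced by doxycycline in cells with stable M3 receptor; B-score is computed from the integrated fluorescence ratio over baseline after carbachol; higher B-score means a larger calcium signal and so more RGS4 inhibition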
Target sequence (P49798 whole entry, looked up): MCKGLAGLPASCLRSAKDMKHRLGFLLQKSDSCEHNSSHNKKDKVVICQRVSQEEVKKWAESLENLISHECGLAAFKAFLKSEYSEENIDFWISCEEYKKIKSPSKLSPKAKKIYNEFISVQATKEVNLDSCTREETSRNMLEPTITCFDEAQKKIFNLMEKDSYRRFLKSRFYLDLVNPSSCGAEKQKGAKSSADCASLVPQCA
KCNK9 inh: human KCNK9 channel inhibition | B-score at 10 µM | AID 488922 | 310,000 tested, 1.2% active | HEK293 KCNK9, FluxOR thallium flux fluorescence; stronger effect = lower value | Q9NPC2;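 active = ratio B-score over 3 SD below the library mean, with starting fluorescence within 5 SD of its mean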;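 note: negative B-score means less thallium flux so channel inhibition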
Target sequence (Q9NPC2 whole entry, looked up): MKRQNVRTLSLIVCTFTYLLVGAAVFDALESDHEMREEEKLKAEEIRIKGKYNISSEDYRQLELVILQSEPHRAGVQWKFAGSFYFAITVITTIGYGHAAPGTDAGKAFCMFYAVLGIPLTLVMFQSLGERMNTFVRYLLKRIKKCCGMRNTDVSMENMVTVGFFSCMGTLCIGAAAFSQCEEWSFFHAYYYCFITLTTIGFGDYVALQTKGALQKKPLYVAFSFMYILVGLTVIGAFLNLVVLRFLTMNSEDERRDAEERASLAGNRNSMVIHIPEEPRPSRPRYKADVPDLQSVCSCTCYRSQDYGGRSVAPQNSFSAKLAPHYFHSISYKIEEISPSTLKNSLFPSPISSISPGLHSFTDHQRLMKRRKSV
RGS4 act: potentiators or activators of RGS4 | 310,000 tested, 0.92% active | HEK293 M3R/inducible RGS4, carbachol calcium flux Fluo4; stronger effect = lower value | B-score at 10 µM;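 active = B-score of the integrated calcium signal more than 4 SD below the library mean, with starting fluorescence not abnormally high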;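 note: negative B-score means reduced calcium response which marks RGS4 activation or potentiation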
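Assay system: Inducible-RGS4 HEK293 cells carrying M3 receptor | Schedule: Compound preincubation 20 min at room temperature before agonist | Signal: Kinetic calcium fluorescence imaging with Fluo4-AM dye, 2 µM | Read-out basis: B score from integrated fluorescence ratio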
TMEM16A act: activates or potentiates the mouse TMEM16A chloride channel | B-score at 10 µM | HEK293 TMEM16A/YFP-H148Q/I152L, iodide quench fluorescence; stronger effect = lower value | 340,000 tested, 0.3% active;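 active = fluorescence-ratio B-score plate-corrected deviation score at least 3 library SD below zero, with starting fluorescence score within 5 deviations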;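 note: channel opened by trigger with iodide after compound preincubation; score built on the fluorescence ratio of max minus min over baseline; more negative score means more quench and so TMEM16A activation or potentiation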
KCNQ1 inh: blocks the human KCNQ1 potassium channel; P51787; 310,000 tested, 1.3% active; B-score at 10 µM; CHO-K1 KCNQ1, FluxOR thallium flux fluorescence; stronger effect = higher value;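 active = compounds whose thallium flux B-score, printed positive for inhibition, exceeds three library SD while starting fluorescence stays within three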;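 note: channel opened by potassium depolarization with thallium stimulus after 20 min compound exposure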
KCNK3 block: human KCNK3 channel inhibition, primary screen; 340,000 tested, 0.84% active; B-score at 10 µM; CHO-KCNK3 thallium flux, FluxOR fluorescence; stronger effect = lower value; O14649; AID 602410;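 active = B-score under library mean minus 4 SD, starting fluorescence ratio at most library mean plus 5 SD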;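 note: more negative B-score means stronger inhibition of thallium flux through KCNK3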
Target sequence (O14649 whole entry, looked up): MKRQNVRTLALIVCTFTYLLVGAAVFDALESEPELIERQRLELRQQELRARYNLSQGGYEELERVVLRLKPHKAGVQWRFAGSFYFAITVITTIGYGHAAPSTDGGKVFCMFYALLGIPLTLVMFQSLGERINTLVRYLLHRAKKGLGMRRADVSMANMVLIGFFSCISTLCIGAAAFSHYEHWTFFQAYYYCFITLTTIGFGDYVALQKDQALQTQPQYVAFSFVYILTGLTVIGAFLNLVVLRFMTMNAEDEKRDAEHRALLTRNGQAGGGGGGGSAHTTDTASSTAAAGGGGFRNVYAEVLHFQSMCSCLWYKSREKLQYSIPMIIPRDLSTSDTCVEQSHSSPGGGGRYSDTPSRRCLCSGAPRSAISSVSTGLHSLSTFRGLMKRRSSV
hERG protect: compounds protecting human hERG from proarrhythmic drug block; Q12809; CHO-hERG, FluxOR thallium flux, dofetilide IC70 present; activation (rescue from dofetilide block), less the hit threshold, % at 10 µM; 310,000 tested, 0.51% active; AID 1511;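 active = activation above the mean of controls blocked by dofetilide plus 5 SD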;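 note: thallium influx through hERG after potassium depolarization seen as dye fluorescence rise; in these data hits start at about 4.7%; inactives centre near -7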
TMEM16A inh: blocks the mouse calcium-activated chloride channel TMEM16A; Q8BHY3; normalized B-score (activity score, 25-100; higher = stronger inhibition) at 10 µM; AID 588511; HEK293 TMEM16A/YFP iodide influx fluorescence, ionomycin; 310,000 tested, 1.2% active;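 active = ratio plate-corrected score three or more library SD toward inhibition, starting fluorescence score within five deviations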;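 note: score derived from kinetic fluorescence span divided by baseline fluorescence per well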
KCNQ1 pot: potentiators or activators of human KCNQ1 potassium channel | P51787 | CHO-K1 KCNQ1, thallium flux FluxOR fluorescence; stronger effect = higher value | B-score at 10 µM | 310,000 tested, 0.35% active | AID 2648;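 active = fluorescence ratio B-score, a plate-corrected score, at least three library SD, with initial intensity B-score within 5 SD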
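System: Stable KCNQ1 CHO-K1 line | Incubation: 90 min dye loading and 20 min compound exposure, both at room temperature | Measure: Ratio B score | Medium: Assay buffer for compound exposure, DMSO matched across wells | Compound dosing: Single-concentration screen | Probe or stimulus: K+/Tl+ depolarizing stimulus | Measured by: Kinetic FluxOR fluorescence, 10 s baseline plus 110 s post-stimulus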
* hit, by the source's call; i = inactive; . = no result given. Hits appear at their usual frequency. About 6.3% of those tested had a hit in this group.

Value order – hERG protect	TMEM16A inh	RGS4 act	KCNK3 block	SKKanGAS inh	KCNQ1 inh	RGS4 inh	HDAC3 inh	KCNK9 inh	TMEM16A act	KCNQ1 pot
1) CC1=NN(C(=O)CCCc2ccccc2)C(O)(C(F)(F)F)C1 (stereo not drawn)
 : -3.8	i	i	i	-3.6	i	i	-3.2	i	i	i
2) CCOc1ccccc1C(=O)n1nc(C)cc1C
 : -6.1	i	i	i	-0.1	i	i	-4.2	i	i	i
3) CN(CCC1CCCCO1)C(=O)CCc1nnc(C2CCCCC2)o1 (stereo not drawn)
 : -12.9	i	i	i	-2.3	i	i	-3.4	i	i	i
4) CC(CCc1ccccc1)NC(=O)c1ccncc1 (stereo not drawn)
 : -13.0	i	i	i	-2.5	i	i	-3.6	i	i	i
5) NC(=O)c1cccc(CC(=O)c2ccccc2)c1
 : -4.7	i	i	i	6.7	i	i	-3.1	i	i	i
6) O=C(CN1CCC(c2nc3ccccc3s2)CC1)NCc1cccs1
 : -16.1	i	i	i	-4.3	i	i	2.0	i	i	i
7) O=C(Nc1c(C(=O)N2CCOCC2)oc2ccccc12)c1cccc([N+](=O)[O-])c1
 : -8.3	i	i	i	4.0	i	i	11.4	i	i	i
8) Cc1[nH]c2ccccc2c1C(=O)CSc1ccccc1
 : -0.7	i	i	i	-5.6	i	i	1.6	i	i	i
9) CN(C(=O)CN1C(=O)S/C(=C\c2ccccc2F)C1=O)C1CCS(=O)(=O)C1 (stereo not drawn)
 : -7.5	i	i	i	0.6	i	i	6.9	i	i	i
10) O=C(Nc1nn[nH]n1)c1ccc(S(=O)(=O)N2CCCCC2)cc1
 : -0.7	i	i	i	1.6	i	i	3.3	i	i	i
11) Cc1cccn2c(=O)c3cc(C(=O)NCc4ccco4)c(=N)n(C(C)C)c3nc12
 : -27.5	i	i	i	11.8	i	i	-73.4	i	i	i
12) CCc1ccccc1NC(=O)N1CCCc2ccccc21
 : -5.9	i	i	i	6.1	i	i	-1.2	i	i	i
13) CCN(CC)S(=O)(=O)c1cccc(NC(=O)CCNC(=O)c2ccccc2Cl)c1
 : -2.4	i	i	i	-5.7	i	i	-1.2	i	i	i
14) O=C(Cn1ncc2c3ccccc3n(Cc3ccccc3F)c2c1=O)NCCCN1CCCC1=O
 : -7.0	i	i	i	-7.3	i	i	-3.5	i	-5.21*	i
15) CCC(C)NC(=O)NC1C(NC(=O)NC(C)CC)N(C)C(=O)N1C (stereo not drawn)
 : 1.2	i	i	i	1.0	i	i	7.6	i	i	i
16) COc1cc(C2C(C#N)=C(N)OC3=C2C(=O)CCC3)ccc1OC(=O)N1CCOCC1 (stereo not drawn)
 : -7.0	i	i	i	2.4	i	i	-1.1	i	i	i
17) Cc1ccc(S(=O)(=O)NCc2cccnc2)cc1C(=O)NC1CCCCC1
 : -3.0	i	i	i	-3.7	i	i	-4.8	i	i	i
18) O=C(N/N=C/C(Br)=C\c1ccccc1)c1ccco1
 : -1.2	i	i	i	-1.2	i	i	16.6	i	i	i
19) CCc1ccc(-c2c(C)sc(NC(=O)C3CCC3)c2C#N)cc1
 : -9.3	i	i	i	-4.1	i	i	-4.8	i	i	i
20) COc1cccc2c(O)cc(=O)n(C)c12
 : -10.2	i	i	i	-6.7	i	i	-6.2	i	i	i
21) O=C(Cc1ccccc1)NC1CCS(=O)(=O)C1 (stereo not drawn)
 : -6.5	i	i	i	-4.4	i	i	-14.2	i	i	i
22) COc1ncccc1C(=O)N1CCC(n2nccc2NC(=O)CC(C)C)CC1
 : -6.8	i	i	i	-0.7	i	i	.	i	i	i
23) Cc1ccc(NC(=O)Cc2nnc(N)s2)cc1
 : -5.5	i	i	i	47.4	i	i	-0.7	i	i	i
24) COc1ccc(NC(=O)CCN2C(=O)C3C4C=CC(C4)C3C2=O)cc1 (stereo not drawn)
 : 3.5	i	i	i	-4.3	i	i	7.1	i	i	i
25) Cc1cccc(NC(=O)CCCN2C(=O)c3ccccc3C2=O)n1
 : -15.0	i	i	i	-0.9	i	i	-1.7	i	i	i
26) Brc1ccc2c(c1)OCCOCCOCCOCCOCCOCCO2
 : -9.8	i	i	i	-3.0	i	i	2.4	i	i	i
27) Cn1c(=O)c2c(nc(NCc3ccc4c(c3)OCO4)n2Cc2ccc(F)cc2)n(C)c1=O
 : -5.7	i	i	i	8.1	i	i	1.1	i	i	i
28) CCC(CO)N=C1CC(C)(C)CC(=O)/C1=C(/O)CCCN1C(=O)c2ccccc2C1=O (stereo not drawn)
 : -18.3	i	i	i	-1.1	i	i	-3.0	i	i	i
29) COc1ccccc1-n1c(SCC(=O)Nc2cccc(S(N)(=O)=O)c2)nc2ccccc2c1=O
 : -16.0	i	i	i	2.8	i	i	1.9	-8.45*	i	i
30) COc1cccc(C(=O)N/N=C/C(Br)=C/c2ccccc2)c1
 : 1.4	i	i	i	1.9	i	i	2.8	-8.06*	i	i
31) O=C(O)CCC(=O)NNc1nc2ccccc2nc1-c1ccccc1
 : -3.5	i	i	i	-11.7	i	i	-0.1	i	i	i
32) Oc1[nH]c2ccccc2c1C=Nc1ccc2c(c1)OCO2
 : -7.2	i	i	i	-10.9	i	i	0.3	i	i	i
33) COc1ccccc1S(=O)(=O)Cc1ccc(C(=O)NCCN(C)C)o1
 : -7.5	i	i	i	-3.9	i	i	1.8	i	i	i
34) CCOCCCNC(=O)N1CCOCC1
 : -4.7	i	i	i	-1.8	i	i	4.4	i	i	i
35) O=C(CSc1nnc(-c2cccnc2)o1)Nc1cccc(F)c1
 : -11.6	i	i	i	-2.1	i	i	-1.5	i	i	i
36) COc1ccc(C(CC(=O)O)N2Cc3ccccc3C2=O)cc1OC (stereo not drawn)
 : -1.7	i	i	i	-5.7	i	i	4.4	i	i	i
37) COCC(C)n1c(SCc2nc3ccccc3c(=O)[nH]2)nc2ccccc2c1=O (stereo not drawn)
 : -14.8	i	i	i	1.3	i	i	-2.0	i	i	i
38) CCOc1ccc(/C=C2\SC(=S)N(CC(=O)NCCCN3CCOCC3)C2=O)cc1
 : -9.6	i	i	i	25.7	i	i	-6.2	i	i	i
39) COc1cccc(-c2nnc(SCC(=O)Nc3cc(C)on3)n2C)c1
 : -3.5	i	i	i	-10.1	i	i	4.4	i	i	i
40) CCN(CC)S(=O)(=O)c1ccc(N2CCCC2)c(NS(=O)(=O)c2ccccc2)c1
 : -13.6	i	i	i	-0.3	i	i	3.7	i	i	i
41) CC1(C)Cc2nc3[nH]c(=S)n(-c4ccccc4)c(=O)c3cc2CO1
 : -10.8	i	i	i	.	i	i	12.3	i	i	i
42) COc1ccc(NC(=O)COC(=O)CNS(=O)(=O)c2ccccc2)cc1OC
 : -8.7	i	i	i	-1.7	i	i	0.9	i	i	i
43) CCN1CCN(c2ccc(S(=O)(=O)N3CCCCC3)cc2NC(=O)CC(C)c2ccccc2)CC1 (stereo not drawn)
 : -17.7	i	i	i	0.5	i	i	-0.4	i	i	i
44) COc1ccc(Cc2nnc(-c3ccc(F)cc3)o2)cc1OC
 : -9.6	i	i	i	-5.5	i	i	5.4	i	i	i
45) O=C1C2C3C=CC(C4CC34)C2C(=O)N1/N=C/c1ccc(-c2ccccc2[N+](=O)[O-])o1 (stereo not drawn)
 : -6.9	i	i	i	3.5	i	i	-5.4	i	i	i
46) O=C(Nc1cccc(C(F)(F)F)c1)NC1CCN(S(=O)(=O)c2ccc(F)cc2)CC1
 : -5.5	i	i	i	5.1	i	i	6.0	i	i	i
47) CCCOC(=O)c1ccc(NC(=O)Cc2cccs2)cc1
 : -8.8	i	i	i	-2.5	i	i	5.0	i	i	i
48) Cn1c(=O)c2c(SCC(=O)N3CCCc4ccccc43)nc(CC(C)(C)C)nc2n(C)c1=O
 : -4.3	i	i	i	38.6	i	i	4.0	i	i	i
49) CCCC[n+]1ccn(-c2nc3ccccc3nc2[N-]S(=O)(=O)c2ccc(Br)cc2)c1
 : -9.1	i	i	i	4.7	i	i	-5.8	i	i	i
50) CCN(CC(=O)Nc1c(F)cccc1F)C(=O)Cc1csc(-c2ccccc2)n1
 : -14.4	i	i	i	-5.5	i	i	0.1	i	i	i

(continued)
Value order – hERG protect	TMEM16A inh	RGS4 act	KCNK3 block	SKKanGAS inh	KCNQ1 inh	RGS4 inh	HDAC3 inh	KCNK9 inh	TMEM16A act	KCNQ1 pot
51) CCN(Cc1cc2ccccc2[nH]c1=O)C(=O)c1cccc([N+](=O)[O-])c1
 : -7.8	i	i	.	-6.3	i	i	-6.6	i	.	i
52) CCSc1nc2ccccc2n1Cc1ccccc1F
 : -10.5	i	i	i	-4.4	i	i	-5.6	i	i	i
53) CCOC(=O)C(=O)NCC(c1ccco1)S(=O)(=O)c1cccs1 (stereo not drawn)
 : -9.2	i	i	i	-6.7	i	i	5.9	i	i	i
54) CCCn1c(SCC(=O)c2c[nH]c3ccccc23)nnc1-c1ccncc1
 : -5.3	i	i	i	0.9	i	i	-6.4	i	i	i
55) Cc1nc(S(=O)(=O)c2ccc(Cl)cc2)c(NCc2ccccc2)o1
 : -6.3	i	i	i	-2.1	i	i	2.2	i	i	i
56) COc1ccc(NS(=O)(=O)c2ccc(OCC(=O)N3CCOCC3)cc2)cc1
 : -2.9	i	i	i	1.5	i	i	0.6	i	i	i
57) Fc1cccc(Cn2cc(C(=S)N3CCCCC3)c3ccccc32)c1
 : -4.8	i	i	i	10.9	i	i	-4.3	i	i	i
58) COC(=O)C1N2C(=O)[C@@H](NC(=O)COc3ccccc3)[C@H]2SC1(C)C (stereo partly drawn)
 : -5.2	i	i	i	96.2*	i	i	-5.5	i	i	i
59) Cc1cc(NC(=O)CSc2nc3c(C)cccc3cc2C#N)no1
 : -2.5	i	i	i	1.3	i	i	0.2	i	i	i
60) Cn1c(NCc2ccccc2)nc2c1c(=O)n(Cc1ccccc1)c(=O)n2C
 : -5.9	i	i	i	-3.9	i	i	2.0	i	i	i
61) O=C(O)c1ccc(N2C(=O)c3[nH]nc(-c4ccccc4)c3C2c2ccccc2)cc1 (stereo not drawn)
 : -7.5	i	i	i	-1.9	i	i	-0.5	i	i	i
62) O=C(/C=C/c1cn(-c2ccccc2)nc1-c1cccnc1)NCCN1CCOCC1
 : -22.6	i	i	i	2.4	i	i	-1.2	i	i	i
